Ecoli viability: reduces bacterial viability in AddAB counter-screen; E. coli V3065 growth, OD600 absorbance, 18 h; inhibition, % at 11.9 µM; hit rate 0.27% among 330,000; AID 449728;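 active = inhibition above the campaign's mean inhibition across all tested compounds plus 3 SD, cut at about 9.9% in these data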;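 note: uninfected addAB+ strain grown without phage in ampicillin broth; 0% = DMSO wells and 100% = ciprofloxacin 0.95 µg/ml wells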
MOR-DOR inv ag: inverse agonists of human mu-delta opioid receptor heterodimerization | cell-based MOR-DOR heterodimer luminescence, inverse agonism | hit rate 0.21% among 340,000 | inhibition, % at 9.3 µM | P35372+P41143; in the data active = inhibition above about 22%, passing the limit was not always enough;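 note: 0% = cells with DMSO and 100% = wells without cells with DMSO; values of inactives mirror those of a sister screen read the other way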
AddAB inh: less growth of phage-infected E. coli with AddAB | E. coli expressing H. pylori AddAB, absorbance growth | inhibition, % at 11.9 µM | hit rate 0.29% among 330,000; in the data active = inhibition above about 12%;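 note: 0% = vehicle wells of infected cells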
Pemphigus Ab inh: inhibitors of pemphigus antibody binding to human desmoglein-3. DSG3-coupled beads, scFv-anti-DSG3-GFP binding, flow cytometry; stronger effect = lower value. P32926. binding (percent of control), % at 10 µM. hit rate 0.48% among 310,000;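 active = binding more than 3 SD below its plate's average and above zero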; note: some compounds called inactive have numbers as strong as hits
Target sequence (P32926 whole entry, looked up): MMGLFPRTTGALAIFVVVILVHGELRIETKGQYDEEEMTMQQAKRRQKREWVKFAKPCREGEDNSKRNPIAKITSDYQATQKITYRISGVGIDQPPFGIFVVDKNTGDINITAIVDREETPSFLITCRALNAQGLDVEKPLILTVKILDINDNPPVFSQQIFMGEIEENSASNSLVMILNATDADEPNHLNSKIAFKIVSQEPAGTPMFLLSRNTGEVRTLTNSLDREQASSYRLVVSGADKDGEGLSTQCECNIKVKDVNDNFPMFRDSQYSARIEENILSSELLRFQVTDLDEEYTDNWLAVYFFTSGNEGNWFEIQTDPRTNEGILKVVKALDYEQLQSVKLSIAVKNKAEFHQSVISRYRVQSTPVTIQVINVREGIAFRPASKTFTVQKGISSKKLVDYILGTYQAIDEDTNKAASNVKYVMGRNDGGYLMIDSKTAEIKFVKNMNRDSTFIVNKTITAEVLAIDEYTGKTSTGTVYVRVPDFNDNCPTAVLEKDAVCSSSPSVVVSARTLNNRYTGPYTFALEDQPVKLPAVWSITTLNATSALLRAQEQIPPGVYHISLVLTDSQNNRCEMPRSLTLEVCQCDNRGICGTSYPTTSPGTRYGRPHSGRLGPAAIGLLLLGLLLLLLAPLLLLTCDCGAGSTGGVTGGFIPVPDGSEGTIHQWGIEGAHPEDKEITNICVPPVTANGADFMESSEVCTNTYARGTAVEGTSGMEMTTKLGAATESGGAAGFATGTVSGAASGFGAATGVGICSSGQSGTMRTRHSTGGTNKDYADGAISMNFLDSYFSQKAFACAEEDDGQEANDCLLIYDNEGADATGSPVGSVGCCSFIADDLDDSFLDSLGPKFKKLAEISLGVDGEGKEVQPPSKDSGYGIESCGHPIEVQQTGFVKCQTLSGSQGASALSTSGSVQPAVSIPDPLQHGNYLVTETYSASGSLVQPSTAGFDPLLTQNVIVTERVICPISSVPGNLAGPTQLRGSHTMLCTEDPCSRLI
phage Ecoli inh: E. coli growth loss with phage present; growth absorbance; inhibition, % at 11.9 µM; hit rate 0.26% among 360,000; in the data active = inhibition above about 11%
Mot1-301 SUMO: blocks SUMOylation pathway, rescuing yeast Mot1-301 growth | S. cerevisiae Mot1-301 growth rescue, ATP luminescence, 38.5C; percent above DMSO median, 100 means doubled | growth rescue, % at 18.8 µM | hit rate 1% among 320,000;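 active = every valid replicate shows activation above 250% relative to neutral control wells; inactive = the rest, any valid replicate at or below 250%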;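 note: OY570 slx delta 5 strain wells were the positive control but not used for scaling; some compounds called inactive have numbers as strong as hits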
Tat export inh: inhibitors of E. coli Tat protein transport; E. coli MC4100 TorA-mCherry Tat export, fluorescence; inhibition, % at 10 µM; hit rate 0.036% among 340,000;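 active = mean replicate inhibition at least 50% and at least half of replicates individually reaching 50%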;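 note: exported cargo escapes ClpAP degradation while cytoplasmic cargo is degraded and loses fluorescence; 0% = median of neutral control wells and 100% = median of NaSCN control wells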
Arrestin-AP2 inh: inhibitors of human beta-arrestin and AP2 interaction | AID 504490 | hit rate 0.31% among 340,000 | inhibition, % at 10 µM | FITC-arrestin peptide / GST-AP2 beads, flow cytometry; AP2 beta2 appendage carries R879A mutation;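 active = inhibition above a set limit, near 3 SD of compounds lacking own fluorescence, cut at about 54% in these data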;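 note: plate controls were DMSO wells for no effect and 5 µM unlabelled arrestin peptide for full effect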
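System: GST-tagged AP2 beta2-adaptin appendage (R879A) on 4 µm glutathione beads / Reagent: FITC-arrestin peptide, 50 nM / Detection: HyperCyt-sampled flow cytometry, FL1 channel, ex 488/em 535 nm / Timing: 12 min plus 1 h, RT / Buffer or medium: PBS plus Tween 20 (0.05%) and BSA (0.1%)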
PfHsp90 set2: reduces growth (ATP signal) of yeast expressing P. falciparum Hsp90. S. cerevisiae expressing PfHsp90, BacTiter-Glo ATP, 48 h; yeast lacking PDR1 and PDR3 efflux regulators. hit rate 0.32% among 310,000. AID 504621. inhibition, % at 9.4 µM;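 active = every replicate shows inhibition above about 80%, whatever the replicate mean, limit read from the data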;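 note: 0% = DMSO neutral controls and 100% = 20 µM radicicol positive controls; yeast relying on Plasmodium falciparum Hsp90 in place of its own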
PKA-R1A activ: activates the PKA-R1A holoenzyme complex | AID 504707 | PKA-R1A dissociation, Cy5-IP20 fluorescence polarization; scaled: DMSO 0%, 113 µM cGMP 100% | hit rate 0.083% among 340,000 | activation, % at 11.4 µM;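 active = percent activation above the mean of all tested compounds plus 3 SD, cut at about 19% in these data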;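 note: higher means more PKAc released from R1A so a rise in polarization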
OPRM1-OPRD1 ag: agonists of human mu-delta opioid receptor heterodimerization. cells, OPRM1-OPRD1 heterodimerization, luminescence. activation, % at 9.3 µM. hit rate 0.3% among 340,000; in the data active = activation above about 18%;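 note: 0% = vehicle-treated cells and 100% = reference agonist; values of inactives mirror those of a sister screen read the other way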
* marks the source's active call; other numbers are inactive results; i = inactive; . = not tested or not shown.

nr	Molecule	PKA-R1A activ	AddAB inh	Tat export inh	Ecoli viability	MOR-DOR inv ag	Mot1-301 SUMO	Pemphigus Ab inh	OPRM1-OPRD1 ag	PfHsp90 set2	phage Ecoli inh	Arrestin-AP2 inh
1	O=C(Nc1ccc(Cl)c(S(=O)(=O)N2CCOCC2)c1)c1cn2ccccc2n1	1	1.1	0	-1.2	-4	-16	.	0.8	-25	-0.6	21
2	CCN(CC)c1ccc(NC(=O)c2ccc(Br)o2)cc1	-1	5.3	0	1.3	9	-18	96	-1.4	7	4.2	10
3	CC(C)c1ccc(NC(=O)c2cc(Br)ccc2Br)cc1	13	1.9	6	4.1	-30	.	103	5.8	16	4.7	9
4	CC1CC(C)CN(C(=O)c2ccc(C(=O)c3ccccc3)cc2)C1 (centres undefined)	-2	3.2	-5	0.3	-1	-17	99	0.3	6	3.5	-1
5	O=C(Nc1nnc(-c2cccs2)o1)c1cccc(F)c1	-4	16*	12	4.9	7	34	102	-1.2	-42	8.4	-1
6	Cc1nc2ccc(S(=O)(=O)NCC(=O)N3CCCC(C)C3)cc2s1 (centres undefined)	-5	-0.8	1	-1.1	16	-6	106	-2.8	1	2.6	-17
7	Cc1ccc2c(N)c(C(=O)N(c3ccccc3)c3ccccc3)sc2n1	-12	-0.5	8	-0.9	11	43	.	-2.1	10	1.1	18
8	CC(C)(C)C(=O)NC1(C(F)(F)F)NC(=O)N(c2ccccc2F)C1=O (centres undefined)	3	3.8	1	1.0	16	483*	.	-3.1	-9	4.5	-7
9	Cc1ccnc(NC(=O)CSc2ccc3c(c2)OCCO3)c1	0	1.4	2	0.2	4	-13	117	-0.7	-10	5.9	-2
10	Cc1nnc(NCCc2ccccc2)c2ccccc12	-4	18*	10	15*	2	-5	114	-0.4	-4	13*	-3

Pulled one by one from above, five records:
nr	Molecule	PKA-R1A activ	AddAB inh	Tat export inh	Ecoli viability	MOR-DOR inv ag	Mot1-301 SUMO	Pemphigus Ab inh	OPRM1-OPRD1 ag	PfHsp90 set2	phage Ecoli inh	Arrestin-AP2 inh
5	O=C(Nc1nnc(-c2cccs2)o1)c1cccc(F)c1	-4	16*	12	4.9	7	34	102	-1.2	-42	8.4	-1
7	Cc1ccc2c(N)c(C(=O)N(c3ccccc3)c3ccccc3)sc2n1	-12	-0.5	8	-0.9	11	43	.	-2.1	10	1.1	18
4	CC1CC(C)CN(C(=O)c2ccc(C(=O)c3ccccc3)cc2)C1 (centres undefined)	-2	3.2	-5	0.3	-1	-17	99	0.3	6	3.5	-1
6	Cc1nc2ccc(S(=O)(=O)NCC(=O)N3CCCC(C)C3)cc2s1 (centres undefined)	-5	-0.8	1	-1.1	16	-6	106	-2.8	1	2.6	-17
1	O=C(Nc1ccc(Cl)c(S(=O)(=O)N2CCOCC2)c1)c1cn2ccccc2n1	1	1.1	0	-1.2	-4	-16	.	0.8	-25	-0.6	21

Next section
nr	Molecule	PKA-R1A activ	AddAB inh	Tat export inh	Ecoli viability	MOR-DOR inv ag	Mot1-301 SUMO	Pemphigus Ab inh	OPRM1-OPRD1 ag	PfHsp90 set2	phage Ecoli inh	Arrestin-AP2 inh
11	Cc1ccc(O)c(NC(=O)CSc2n[nH]c(C)c2[N+](=O)[O-])c1	-1	1.1	-10	0.6	-5	-6	96	1.0	3	4.2	-4
12	O=C(NN1C(=O)C2C3C=CC(O3)C2C1=O)c1ccncc1 (centres undefined)	-4	-1.3	3	-1.6	-15	-4	97	2.2	-5	4.2	10
13	COC(=O)c1ccc2c(=O)n(CCN3CCOCC3)c(SCC(=O)Nc3ccc(C)cc3)nc2c1	-9	5.2	-6	-0.3	-11	.	108	2.2	-20	2.5	-12
14	C/C(=N\NC(=O)c1ccc(NS(=O)(=O)c2cccs2)cc1)c1ccc2ccccc2c1	-5	2.1	-4	-1.3	7	-3	130	-1.2	9	4.2	-4
15	O=C(O)CC(C(=O)O)c1ccc(OCCCCOc2ccc(C(CC(=O)O)C(=O)O)cc2)cc1 (centres undefined)	2	1.8	5	0.0	4	-12	111	-0.8	-8	1.8	11
16	COc1cc2c(C(=O)NCc3ccccn3)cn(C)c(=O)c2cc1OC	-5	-0.2	3	-0.6	17	-20	100	-3.1	-2	-2.8	28
17	COc1cc(CNC(=O)c2cnccn2)cc(OC)c1	-7	.	-14	.	1	.	114	-0.3	-5	1.8	11
18	Cc1ccc(OCC(=O)Nc2ccc(S(=O)(=O)Nc3ccccn3)cc2)cc1	-11	-0.3	-7	0.1	15	143	106	-3.1	5	3.0	-2
19	Cc1cc(N2CCCCCC2)nc2ccccc12	-12	2.4	-5	-1.4	-13	2	100	2.4	-6	0.0	-4
20	CCOC(=O)C/C(N)=N/NC(=O)c1ccc(Cl)cc1Cl	6	2.2	8	0.7	8	10	105	-1.7	11	1.6	3
21	N#CC1(Nc2ccc(-c3ccc(Cl)cc3)cc2)CCCC1	-6	.	2	.	3	.	.	-0.7	-15	1.8	5
22	CC(C)(C)NC(=O)CSc1nncn1NCc1cccc2ccccc12	-2	0.0	1	-0.9	17	27	93	-3.0	2	0.9	20
23	O=C(CCCCCl)Nc1c2c(nc3ccccc13)CCC2	1	1.9	5	-0.8	5	-2	99	-1.0	19	2.6	-1
24	Cc1ccc(-n2c(N)c(C(=O)N3CCCCC3)sc2=S)cc1	1	1.0	0	3.7	17	96	.	-3.5	-11	3.3	15
25	CCOC(=O)N1CCC(N2C(=O)c3ccc(C(=O)NCc4ccc(F)cc4)cc3C2=O)CC1	-6	0.3	1	1.6	-6	5	98	1.0	-18	3.0	5
26	O/N=C/c1cn(-c2ccccc2)nn1	1	-0.3	0	-3.8	-11	0	108	2.0	9	4.7	3
27	C=CCN(c1ccc(C(=O)NCCSc2ccccc2)cc1)S(C)(=O)=O	-2	3.4	-4	1.2	15	8	114	-3.0	28	0.8	-2
28	CCN(Cc1cc2cc(C)ccc2[nH]c1=O)C(=O)c1cccc(OC)c1	7	0.2	-2	-1.3	2	4	98	-0.3	9	1.4	6
29	Cn1nnnc1SCC(=O)NCc1ccc2c(c1)OCO2	-10	-0.3	-4	0.2	-1	-4	99	0.2	-23	2.4	-20
30	Cn1nccc1C(=O)N1CCN(c2ccccc2F)CC1	-7	1.3	-8	-0.7	17	-4	108	-2.9	-10	0.2	9
31	COc1cc(C(=O)Oc2ccc(C(=S)N3CCOCC3)cc2)cc(OC)c1OC	-3	3.7	0	0.2	16	-19	96	-3.4	-20	1.5	-18
32	CCCCNC(=O)N1CCCN(c2ccc(C#N)cn2)CC1	7	-2.2	-10	0.2	13	-11	95	-2.9	-30	2.1	2
33	Cc1c(S(=O)(=O)Nc2ccc(Br)cc2)c(=O)n(C)c(=O)n1C	-4	-1.6	-9	0.9	16	-8	112	-2.9	-15	2.0	5
34	CC1CCC2(CC1)NC(=O)N(CC(=O)NCc1ccc3c(c1)OCO3)C2=O (centres undefined)	4	1.3	0	-1.9	4	3	92	-0.8	-68	1.4	9
35	Cc1cc(C(=O)O)n(C(C)(C)C)n1	-16	1.6	1	0.8	0	12	102	-0.1	4	0.3	21
36	COc1ccc(CNC(=O)c2cnccn2)cc1	-1	1.4	-3	1.4	6	5	102	-1.0	-21	1.7	8
37	CCOC(=O)c1ccc(NC(=O)CSc2nnc(C3CC3)n2CC)cc1	0	0.9	-3	0.2	5	-16	102	-1.0	-25	2.5	-4
38	O=C(Cn1ncc2c1-c1ccccc1OC2)Nc1cccc(Cl)c1	0	-1.9	-5	-1.8	-22	7	95	3.7	-21	2.0	16
39	COc1ccc(C(C(=O)NCc2ccccc2)N(Cc2ccc3c(c2)OCO3)C(=O)c2cnccn2)cc1 (centres undefined)	2	-3.9	7	-2.2	3	0	88	-0.6	4	1.9	-4
40	O=C(Nc1cccc(C(F)(F)F)c1)c1cccnc1NCCc1ccccc1	-16	1.6	24	-1.4	-21	19	107	3.8	45	5.2	-2
41	O=C(Cc1ccc(Br)cc1)NCc1ccccc1	1	1.0	5	-0.8	8	-5	100	-1.7	14	0.2	8
42	Cc1nnc(NC(=O)C2CCN(c3nnnn3-c3ccccc3)CC2)s1	-10	3.5	2	0.5	3	110	98	-0.6	.	1.2	9
43	COc1ccc2c(c1)C(=O)C(=O)N2CCS(=O)(=O)c1ccccc1	11	2.7	0	-1.2	70*	0	95	-13	-2	-0.3	-10
44	COc1cccc(CN2CCN(Cc3ccco3)CC2)c1	-2	0.1	-3	3.8	11	4	103	-2.4	0	0.6	-1
45	CC(/C=C/c1ccccc1)=N/NC(=O)CCC(=O)Nc1ccccc1C	-5	0.2	13	1.7	.	-2	127	.	-8	0.6	5
46	Cc1ccccc1C(=O)Nc1ccnn1C1CCN(CC2CC=CCC2)CC1 (centres undefined)	-5	.	0	.	2	-7	105	-0.2	4	1.0	-7
47	COc1ccc(NC(=O)c2cccc(N3C(=O)c4cccc([N+](=O)[O-])c4C3=O)c2)cc1	-7	2.7	-4	-0.7	12	12	95	-2.3	-9	-1.5	26
48	Cc1ccc(NC(=O)CN(C)CC(=O)Nc2ccc(F)c(Cl)c2)cc1	6	5.2	8	0.7	2	-5	.	-0.3	17	1.9	0
49	CCCN(CCC)CCNC(=O)C1CCN(S(=O)(=O)c2cccc3nsnc23)CC1	-6	1.9	2	-0.7	11	60	104	-2.1	2	0.4	22
50	CC(C)CCN(C(=O)CCSc1ccc(F)cc1)c1c(N)n(Cc2ccccc2)c(=O)[nH]c1=O	-3	-0.4	-2	-0.5	-25	.	108	3.8	-9	2.2	52
51	Cc1ccc(NC(=O)N2CCC(C(=O)c3ccc(F)cc3)CC2)cc1	-2	2.5	23	-0.2	7	189	104	-1.4	5	2.2	-4
52	CCCCN1C(=O)C(O)(CC(=O)c2c(C)n[nH]c2C)c2cc(Br)ccc21 (centres undefined)	4	0.5	-8	1.0	7	15	100	-1.4	12	0.1	3
53	Cc1ccc(NS(=O)(=O)c2ccc(C(=O)Nc3nncs3)cc2)cc1	-6	1.6	0	-2.5	14	6	129	-2.8	17	3.5	-6
54	Cc1nnc(NC(=O)c2ccc3nccnc3c2)s1	-8	.	-13	.	4	.	96	-0.8	.	2.9	-2
55	O=C(CN1CCc2ccccc2C1)Nc1ccc(F)cc1	0	.	4	.	4	11	100	-0.8	23	2.7	7
56	C=CCn1c(=NC(=O)c2ccc(S(=O)(=O)N3CCCc4ccccc43)cc2)sc2cc(S(N)(=O)=O)ccc21	2	1.8	4	1.2	6	0	124	-1.2	-22	1.5	-9
57	COc1ccc(CCNC2CCC(c3ccccc3)CC2)cc1 (centres undefined)	5	3.5	-1	2.6	-23	i	115	4.7	27	4.0	12
